Bioassay records (PubChem)
TbMetRS inhib: T. brucei MetRS inhibitors, primary screen, biochemical, luminescence | inhibition, % at 11.9 µM | purified T. brucei MetRS, ATP depletion, Kinase-Glo luminescence | methionyl-tRNA synthetase (Trypanosoma brucei brucei) | hit rate 0.4% among 360,000;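 active = inhibition above a per-plate cutoff of the control wells' mean inhibition plus 3 SD, cut at about 5.5% in these data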;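 also: 0% = DMSO wells median and 100% = median of wells with control inhibitor compound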
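Material: parasite MetRS enzyme / Replication: singlicate, one well per compound / Signal: luminescence of leftover ATP / Schedule: 2 h aminoacylation at 25 °C after 15 min preincubation / Medium: HEPES-MgCl2-KCl buffer plus DTT, spermine, BSA, pyrophosphatase / Doses: 11.9 µM single point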
MLLE-PAM2 inh: inhibitors of PABP1 MLLE–PAM2 peptide binding, primary screen, biochemical, fluorescence polarization, FITC-PAM2, GST-MLLE; Polyadenylate-binding protein 1 (Homo sapiens), P11940; inhibition, % at 20 µM; hit rate 0.36% among 360,000; AID 588489, 2011; in the data active = inhibition above about 35%, passing the limit was not always enough;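 also: plate controls were DMSO wells with GST-MLLE for no effect and wells lacking GST-MLLE protein for full effect; some results filed as inactive read as strong as hits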
Rpn11 inh: Rpn11 (PSMD14) deubiquitinase inhibitors, primary screen, biochemical, fluorescence polarization, uHTS | 26S proteasome non-ATPase regulatory subunit 14 (Homo sapiens), O00487 | human 26S proteasome, Ub4-pepOG fluorescence polarization; 20S core pre-blocked with epoxomicin | calls only at 20 µM | hit rate 0.59% among 360,000 | AID 588493, 2011;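 active = inhibition at 20 µM, scaled to each plate's controls, above about 33%, limit read from the data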
SUMO1-SIM PPI: modulators of SUMO1 protein-protein interactions, primary screen, biochemical, uHTS. hit rate 0.33% among 360,000. Small ubiquitin-related modifier 1 (Homo sapiens), P63165. inhibition, % at 20 µM. SUMO1 binding to a labelled peptide, TR-FRET, 1 h; in the data active = inhibition above about 37%
Target sequence (P63165 whole entry, looked up): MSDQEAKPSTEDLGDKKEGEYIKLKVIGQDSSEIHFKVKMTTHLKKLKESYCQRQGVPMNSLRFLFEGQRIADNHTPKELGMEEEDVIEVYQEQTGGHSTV
Scp-1 inhibitor: Scp-1 phosphatase inhibitors, primary screen, biochemical, colorimetric, uHTS | hit rate 0.88% among 340,000 | Recombinant Scp1, phosphopeptide, malachite green phosphate absorbance | Carboxy-terminal domain RNA polymerase II polypeptide A small phosphatase 1 (Homo … | inhibition, % at 20 µM | AID 493091, 2011;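 active = inhibition above about 50% at 20 µM, limit read from the data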;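 also: plate controls were DMSO wells with enzyme for no effect and wells lacking enzyme for full effect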
Target sequence (Q9GZU7 76-261 limits assumed): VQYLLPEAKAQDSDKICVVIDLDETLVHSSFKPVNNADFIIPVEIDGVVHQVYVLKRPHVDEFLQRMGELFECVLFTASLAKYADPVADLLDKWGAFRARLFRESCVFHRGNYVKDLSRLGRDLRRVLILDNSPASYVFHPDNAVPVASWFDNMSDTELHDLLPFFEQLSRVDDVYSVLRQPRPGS
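Times: enzyme reaction 45 min at room temperature, colour 5 min, stabilisation 30 min. Material: SCP-1 catalytic fragment, aa 76-261. Medium: Acidic Tris acetate buffer with magnesium and detergent. Signal: colorimetric free-phosphate detection, absorbance 630 nm. Read-out basis: % inhibition of SCP-1 phosphate liberation. Reagent: Phosphorylated 17-residue peptide substrate.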
CSN deneddyl inh: inhibitors of CSN-mediated cullin deneddylation, primary screen, biochemical, fluorescence polarization, uHTS. Purified CSN, SCF-Nedd8-OG deneddylation. inhibition, % at 12.5 µM. hit rate 0.38% among 360,000;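 active = pattern-corrected inhibition above about 35%, with an unprinted fluorescence ratio check between 0.5 and 1.5, limit read from the data, passing the limit was not always enough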;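 also: 0% = enzyme with substrate and 100% = substrate without enzyme; some results filed as inactive read as strong as hits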
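Schedule: reaction 90 min, room temperature / Assay system: HEK293T-derived human Csn5 enzyme / Input: Csn5 at 0.24 nM final / Measure: inhibition of Csn5 cleavage, % / Control set: substrate-only high control, full reaction low control / Technique: fluorescence polarization of the substrate / Buffer or medium: Tris/NaCl/DTT buffer, pH 7.5 / Reagent: SCFSkp2-Nedd8OG substrate at 10 nM final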
LMPTP block: LMPTP phosphatase inhibitors, primary screen, biochemical, fluorescence intensity, uHTS | inhibition, % at 20 µM | Low molecular weight phosphotyrosine protein phosphatase (Homo sapiens), P24666 | hit rate 0.22% among 360,000 | recombinant LMPTP-A, OMFP fluorogenic substrate;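 active = compounds that cut the enzyme signal by at least half of the control window in the single-dose screen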;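 also: plate controls were DMSO wells with enzyme plus substrate for no effect and substrate without enzyme for full effect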
Target sequence (P24666 whole entry, looked up): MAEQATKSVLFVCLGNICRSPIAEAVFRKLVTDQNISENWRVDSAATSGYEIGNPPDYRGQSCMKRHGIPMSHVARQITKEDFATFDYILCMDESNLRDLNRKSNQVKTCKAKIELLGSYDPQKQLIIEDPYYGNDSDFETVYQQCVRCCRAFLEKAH
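Assay system: LMPTP-A enzyme. Input: 0.625 nM LMPTP-A final. Probe or stimulus: 400 µM OMFP. Compound dosing: single 20 µM dose. Schedule: 50 min dark incubation at room temperature. Detection: fluorescence intensity of OMFP turnover product. Read-out: percent inhibition versus substrate-only and uninhibited controls. Benchmarks: no-enzyme low control, uninhibited high control.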
STEP inh: STEP phosphatase inhibitors, primary screen, biochemical, fluorescence intensity, uHTS. AID 588621, 2011. hit rate 0.25% among 360,000. Tyrosine-protein phosphatase non-receptor type 5 (Homo sapiens), P54829. recombinant STEP, OMFP fluorogenic substrate. inhibition, % at 20 µM;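 active = inhibition at 20 µM, scaled per plate between control wells, above about 37%, limit read from the data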;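 also: 0% = DMSO with enzyme and substrate and 100% = substrate only without enzyme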
Target sequence (P54829 whole entry, looked up): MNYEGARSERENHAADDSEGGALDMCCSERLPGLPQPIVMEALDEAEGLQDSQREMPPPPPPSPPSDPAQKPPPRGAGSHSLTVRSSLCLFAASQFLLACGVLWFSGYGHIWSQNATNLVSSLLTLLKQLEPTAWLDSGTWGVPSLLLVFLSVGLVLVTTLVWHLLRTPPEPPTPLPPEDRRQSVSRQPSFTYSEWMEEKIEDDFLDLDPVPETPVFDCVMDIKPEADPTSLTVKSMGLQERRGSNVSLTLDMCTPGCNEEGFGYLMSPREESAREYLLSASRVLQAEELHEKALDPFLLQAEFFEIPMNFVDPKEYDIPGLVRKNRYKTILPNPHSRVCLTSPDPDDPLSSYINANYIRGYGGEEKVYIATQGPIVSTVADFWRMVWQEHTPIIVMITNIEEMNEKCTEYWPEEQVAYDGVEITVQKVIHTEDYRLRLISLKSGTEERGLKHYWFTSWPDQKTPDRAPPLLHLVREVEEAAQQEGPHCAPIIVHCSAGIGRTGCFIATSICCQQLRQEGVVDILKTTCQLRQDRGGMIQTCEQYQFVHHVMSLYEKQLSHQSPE
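Test system: STEP tyrosine phosphatase / Reagent: OMFP at 25 µM / Doses: 20 µM, 1% DMSO / Read-out: percent inhibition scaled to no-enzyme and uninhibited-enzyme controls, plate-pattern corrected / Detection: FITC-channel fluorescence of OMFP product / Medium: Bis-Tris buffer pH 6.0, 2.5 mM DTT, 0.005% Tween 20 / Schedule: 20 min at room temperature, dark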
NadD block: inhibitors of S. aureus NadD, primary screen, biochemical, colorimetric, uHTS; purified NadD enzyme, colorimetric absorbance read-out; hit rate 0.78% among 360,000; AID 602399, 2012; inhibition, % at 20 µM; in the data active = inhibition above about 26%; also: some compounds past the cut are filed as inactive
DNMT1 block: human DNMT1 methyltransferase inhibitors, primary screen, biochemical, molecular beacon, fluorescence, HinP1I cleavage, uHTS | inhibition (reported as % activation of signal), % at 10 µM | hit rate 0.83% among 360,000 | AID 588458, 2011; in the data active = inhibition above about 50%
* hit, by the source's call; i = inactive; . = no result given; & = joins results of further samples. Not a hit list (roughly 3.6% active in at least one column).

Rpn11 inh	DNMT1 block	TbMetRS inhib	NadD block	Structure	LMPTP block	MLLE-PAM2 inh	Scp-1 inhibitor	STEP inh	SUMO1-SIM PPI	CSN deneddyl inh
.	.	-0.4	-3	CC(C)CN1C(=O)c2ccccc2C1c1nnnn1-c1ccc2c(c1)OCCO2 (centres undefined)	-0.6	.	.	.	8	-2
i	-17	0.3	8	CC(=O)Nc1ccccc1N(CC(O)Cn1c2ccccc2c2ccccc21)S(=O)(=O)c1ccc(C)cc1 (centres undefined)	4.3	-3	-11	1	1	2
i	2	-0.3	-1	Cc1nc2cc(NC(=O)c3ccco3)ccc2n1C	0.7	-10	-2	0	1	-3
i	0	-0.4	3	O=C(Nc1cccc2ncccc12)C12CC3CC(CC(C3)C1)C2	-1.9	-2	1	-2	-4	3
i	0	-0.1	-7	Cc1cc(NC(=O)C(=O)c2cn(C)c3ccccc23)no1	0.9	7	-14	-3	-10	-3
i	-7	-1.7	5	CCOC(=O)c1sc(NC(=O)CSc2nnc(-c3ccco3)o2)c(C(=O)OCC)c1C	1.7	-24	-17	1	0	-1
i	0	0.4	2	O=C(O)c1ccc(CNCc2ccccc2F)cc1	0.0	-6	1	-2	0	-1
i	0	-0.9	8	CCOCCCNC(=O)c1ccccc1Br	-0.6	-8	-7	-4	-1	-1
i	-5	-0.7	-7	CCN(CC)S(=O)(=O)c1ccc(OC)c(NC(=O)CSc2ccccc2)c1	0.9	17	-12	1	1	1
.	.	-0.7	.	O=C(C(O)c1ccccc1)N1CCN(S(=O)(=O)c2ccc(C(F)(F)F)cc2)CC1 (centres undefined)	-1.6	.	.	.	1	-1
i	0	-0.6	4	CCOC(=O)CCCNC(=O)CCNC(=O)c1ccc(OCC(C)C)cc1	-1.2	7	-3	0	-5	0
i	-8	-1.5	-9	CCCCCCCCNC(=O)CCNC(=O)c1ccc(C(C)(C)C)cc1	0.6	-2	-11	2	-3	1
i	0	0.0	-2	CC(OC(=O)c1ccc2c(c1)OCO2)C(=O)NC1CCCCC1C (centres undefined)	-0.3	-45	-1	0	6	1
i	-4	-0.3	2	COc1ccc(N2C(=O)C(CC(=O)Nc3ccccc3)N(CCc3ccc(OC)c(OC)c3)C2=O)cc1 (centres undefined)	-0.2	2	-10	2	1	-1
i	1	-0.2	8	Cn1cccc1CC(=O)N/N=C/c1cc([N+](=O)[O-])ccc1Cl	2.0	-6	-5	1	-12	-4
i	-4	-0.2	5	CC(=O)Oc1ccc2oc3c(c2c1)C(=O)CCC3	-0.3	-13	-13	-4	-1	-1
i	13	-0.1	5	O=C(NCc1ccc2c(c1)OCO2)C1CCCN1C(=O)Nc1ccccc1 (centres undefined)	0.1	1	-2	-4	-3	2
i	-1	-0.2	-3	COc1ccc(C(=O)Nc2ccc(CN3CCOCC3)cc2)cc1	-0.8	-8	-6	-3	-1	6
i	-3	-0.4	-1	Cc1onc(-c2ccccc2)c1NC(=O)Nc1c(-c2ccccc2)noc1C	0.1	-5	1	0	-5	-2
i	1	0.2	2	Cc1ccc(Cl)cc1NC(=O)C1CCCN(S(C)(=O)=O)C1 (centres undefined)	-1.8	4	-6	2	-2	1
i	15	0.1	2	O=C(COc1ccc(Cl)cc1Cl)NC(=O)N1CCOCC1	-0.4	6	10	-1	2	3
i	0	-0.8	-6	CCCS(=O)(=O)c1ccc(COC(=O)c2cccc(NC(=O)C(C)C)c2)cc1	1.3	5	-1	2	-1	0
i	5&-5	-0.6&-0.8	-5&-8	CC(C)(C)c1ccc(S(=O)(=O)N(CCCN2CCOCC2)Cc2cccs2)cc1	-1.6&-0.8	-11&3	-7&-1	-2&3	6&-1	6&-2
i	4	-0.7	17	Cc1c(N/N=C(\C#N)C(=O)c2ccc(Cl)cc2)c(=O)n(-c2ccccc2)n1C	-1.1	14	-2	-1	-6	-5
i	2	-0.3	-6	CC1(C(=O)OCC(=O)NC(=O)c2ccccc2)CC1(Cl)Cl (centres undefined)	-0.4	3	1	-2	-2	-1

One compound at a time, from the list above:
`CC1(C(=O)OCC(=O)NC(=O)c2ccccc2)CC1(Cl)Cl` (centres undefined) across the screens: Rpn11 inh = i; DNMT1 block = 2; TbMetRS inhib = -0.3; NadD block = -6; LMPTP block = -0.4; MLLE-PAM2 inh = 3; Scp-1 inhibitor = 1; STEP inh = -2; SUMO1-SIM PPI = -2; CSN deneddyl inh = -1
`O=C(O)c1ccc(CNCc2ccccc2F)cc1` across the screens: Rpn11 inh = i; DNMT1 block = 0; TbMetRS inhib = 0.4; NadD block = 2; LMPTP block = 0.0; MLLE-PAM2 inh = -6; Scp-1 inhibitor = 1; STEP inh = -2; SUMO1-SIM PPI = 0; CSN deneddyl inh = -1

Other structures:
Rpn11 inh	DNMT1 block	TbMetRS inhib	NadD block	Structure	LMPTP block	MLLE-PAM2 inh	Scp-1 inhibitor	STEP inh	SUMO1-SIM PPI	CSN deneddyl inh
i	-1	1.0	-3	COc1cccc(C2c3[nH]c4ccccc4c3CCN2Cc2cnc(C)s2)c1OC (centres undefined)	1.8	2	-5	2	-6	1
i	2	-0.4	4	CCOC(=O)c1ccccc1NC(=O)CSc1nc2ccccc2n1CC(=O)N1CCCC1	-1.6	5	10	2	0	-1
i	0	-1.9	-1	CCOC(=O)c1cccc(NC(=O)COC)c1	-0.3	2	-10	-2	-1	2
i	-1	-0.4	-13	Cc1cc(C)cc(Nc2nc3ccc(C)cc3n3cnnc23)c1	1.5	-20	7	0	-8	1
i	0	-1.0	-4	Cc1ccc2c(c1)OC(c1ccc3c(c1)OCCO3)CC2=O (centres undefined)	-0.2	9	-14	1	-2	-2
i	2	0.0	-5	C#CCOc1ccc2c3c(c(=O)oc2c1)CCCC3	-0.1	13	-5	-1	3	1
i	4	-2.2	-1	CCC(C)[C@@H](NC(=O)OC(C)(C)C)c1nnc(S(=O)(=O)Cc2cccc(C)c2)o1 (some centres undefined)	-0.4	2	-6	-6	2	-3
i	1	-0.3	0	Cc1c(NC(=O)c2ccc(S(=O)(=O)N(C)C)cc2)cccc1-n1cnnn1	-1.1	-6	-8	1	1	-1
i	0	0.3	2	CNC(=S)N/N=C/c1ccc(N(C)C)cc1	-1.0	-1	0	4	-12	-5
i	-6	-0.2	-13	COc1ccccc1-c1cc(C(=O)NCc2ccc(F)cc2)no1	2.2	-3	-14	-2	3	1
i	1	0.3	-1	COC(=O)CNC(=O)C12CC3(C)CC(C)(CC(C)(C3)C1)C2	0.4	12	-8	0	3	-4
i	0	-0.5	-1	CC(=O)Nc1ccc2c(c1)CCCN2C(=O)c1ccccc1	-0.8	11	-3	-6	1	-5
i	-2	-0.5	2	CC(C)c1onc(C(=O)N2CCN(c3ccc(F)cc3)CC2)c1[N+](=O)[O-]	-1.4	5	-4	-1	1	2
i	2	0.3	2	Cc1cccc(CCNS(=O)(=O)c2cnc[nH]2)c1	-0.1	2	0	-2	2	2
i	-3	-2.2	3	N#CC1=C(N)Oc2cc3ccccc3cc2C1c1cccnc1 (centres undefined)	-0.3	-3	0	-3	4	0
i	2	-0.2	0	Cc1nc2sc(C(c3cccs3)N3CCN(C(=O)c4ccco4)CC3)c(O)n2n1 (centres undefined)	0.6	2	-5	-3	-10	1
i	4	-0.7	-2	COC(=O)CSc1nc(C2CC2)nc2ccccc12	-0.9	22	0	3	4	4
i	3	-0.1	-1	COc1ccc2c(C(F)(F)F)cc(=O)oc2c1C	-0.9	-3	3	-1	-2	-2
i	-1	0.0	-8	CC(C)Oc1cccc(C(=O)NC(=S)Nc2ccccc2)c1	2.0	20	-10	-1	-3	-5
i	-3	0.1	4	COc1cccc(CNC(=O)CCCC(=O)Nc2cccc([N+](=O)[O-])c2)c1	2.1	-8	-8	2	-21	-3
i	-2	-0.2	-3	O=C(c1ccc2c(c1)C(=O)N(Cc1ccco1)C2O)N1CCOCC1 (centres undefined)	-1.3	0	3	1	4	2
i	1	-0.6	1	C/C(N)=C(/C#N)C(=O)COC(=O)c1ccccc1C(=O)c1ccc(C)cc1	-0.6	-9	2	0	3	-1
i	-2	0.1	-1	CCN(C1CCCCC1)S(=O)(=O)c1cc(C)ccc1OC	0.5	2	-5	1	-2	-5
i	-3	-0.1	-1	C=C(C)Cn1c(SCC(=O)O)nnc1-c1ccc(OC)cc1	-1.6	-77	-4	1	-2	-1
i	1	-1.1	2	Cc1cccc(C)c1Nc1ncnc2ccccc12	0.8	11	-14	1	7	-3
i	-4	0.0	1	N#C/C(=C/c1ccc(Sc2nc3ccccc3[nH]2)o1)c1ccccc1F	2.5	-16	-2	-1	-24	-2
i	-4	0.0	-9	Cc1nc2ccc(NC(=O)c3c(-c4ccccc4)noc3C)cc2s1	-1.0	13	-7	-1	-2	0
i	-4	0.8	-2	CCC1=NN(C(=O)c2ccc(Br)cc2)C(O)(c2ccccc2)C1 (centres undefined)	-0.2	-5	-5	1	3	-6
i	-4	1.0	16	CC(=O)C1=C(O)C(=O)N(CCc2c[nH]c3ccccc23)C1c1ccc(C)cc1 (centres undefined)	1.7	6	-7	5	-1	-3
i	10	-0.5	4	CCN(CC)C(=O)Cn1cc(C(=O)C(=O)NCCc2ccc(S(N)(=O)=O)cc2)c2ccccc21	-0.4	-11	-3	0	-4	-3
i	2	0.5	-2	COc1ccc(C2(CNC(=O)c3cccc([N+](=O)[O-])c3)CCCCC2)cc1OC	-1.3	3	-11	1	-16	1
